Pf growth 48h – Primary qHTS for delayed death inhibitors of the malarial parasite plastid, 48 hour incubation; P. falciparum luciferase growth in erythrocytes, 48 h; Potency, µM (doses to about 28.7 µM), for the others: at the top dose activity change, negative = inhibition, most hits filed as inhibitors; actives 5.9% (n = 310,000); further: potency means the concentration at half of the fitted maximal effect; on the % scale 0 is the no-effect control and ±100 the full control effect
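Erythrocytes infected with P. falciparum carrying an integrated firefly luciferase reporter (2% hematocrit, 0.1% parasitemia final) were exposed to compounds in RPMI 1640 with 0.5% Albumax at 37 C, 5% CO2. Growth inhibition was scored as reduced luminescence.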
HCV inhibitor – qHTS Assay for Inhibitors of Hepatitis C Virus (HCV) | Huh7.5.1 HCVcc-Cre infection, luciferase reporter, 44 h | AID 651820, 2012 | actives 3.4% (n = 340,000) | Potency, µM (titrated, usually from 41.8 µM), for inactives: top-dose activity change, negative = inhibition, most hits filed as inhibitors; further: potency means the concentration at half of the fitted maximal effect; on the % scale 0 is the no-effect control and ±100 the full control effect
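1,000 cells/well; 4 h culture; + compound; + HCVcc-Cre (~0.5 moi); 44 h; luciferase substrate, RT 15 min; read 15 sec.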
Cycloheximide cs – Cycloheximide Counterscreen for Small Molecule Inhibitors of Shiga Toxin | actives 12% (n = 300,000) | cell reporter, cycloheximide protein synthesis inhibition counterscreen | max response, % | AID 2314, 2010; in the data active means max response mostly above about 13%, no sharp cut-off; inactive means mostly below about 14%; further: read at 38.3 µM for the half of the compounds with a filed dose; 0% is about no effect
LmPK inhibitor – qHTS Assay for Inhibitors of Leishmania Mexicana Pyruvate Kinase (LmPK). Q27686. purified LmPK, Kinase-Glo ATP luminescence, 1 h. Potency, µM (series often up to 57.5 µM), for the others: at the top dose activity change, negative = inhibition, usual class: inhibitors. actives 0.37% (n = 290,000); further: potency means the concentration at half of the fitted maximal effect; on the % scale 0 is the no-effect control and ±100 the full control effect
Target sequence (Q27686 whole entry, looked up): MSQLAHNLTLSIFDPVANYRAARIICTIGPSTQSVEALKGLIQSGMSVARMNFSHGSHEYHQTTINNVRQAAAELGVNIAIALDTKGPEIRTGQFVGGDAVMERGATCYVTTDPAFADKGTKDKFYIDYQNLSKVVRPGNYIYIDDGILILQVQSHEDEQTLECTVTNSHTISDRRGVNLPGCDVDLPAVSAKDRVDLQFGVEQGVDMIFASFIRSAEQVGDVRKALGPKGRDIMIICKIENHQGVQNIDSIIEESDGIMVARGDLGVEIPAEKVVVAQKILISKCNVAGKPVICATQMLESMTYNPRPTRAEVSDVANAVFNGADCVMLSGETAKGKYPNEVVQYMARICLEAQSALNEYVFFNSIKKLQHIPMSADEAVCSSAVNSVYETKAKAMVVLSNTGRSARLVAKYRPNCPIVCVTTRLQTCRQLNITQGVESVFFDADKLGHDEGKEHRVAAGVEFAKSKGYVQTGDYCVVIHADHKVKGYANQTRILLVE
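ATP generated from ADP (0.1 mM) and PEP (0.5 mM) by 0.1 nM LmPK over 1 h at room temperature (pH 7.2 imidazole buffer) was detected by coupled luciferase luminescence. Values were normalized to uninhibited and no-enzyme wells.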
Pf growth 96h – Primary qHTS for delayed death inhibitors of the malarial parasite plastid, 96 hour incubation; Potency, µM (series often up to 28.7 µM), for inactives: top-dose activity change, negative = inhibition, hits mostly inhibitors; P. falciparum luciferase reporter growth, 96 h; actives 6.9% (n = 320,000); further: potency means the concentration at half of the fitted maximal effect; on the % scale 0 is the no-effect control and ±100 the full control effect
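P. falciparum expressing integrated firefly luciferase, in erythrocytes at 2% hematocrit, 0.05% parasitemia, incubated with compounds 96 h at 37 C, 5% CO2. Growth inhibition read as loss of luminescence; two-generation exposure targets delayed-death apicoplast inhibitors.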
Shiga toxin inh – A qHTS for Small Molecule Inhibitors of Shiga Toxin; Vero cells, Shiga toxin protein synthesis inhibition reporter; actives 9.2% (n = 290,000); inhibition, % at 38.7 µM; AID 2315, 2010; in the data active means inhibition mostly above about 28%, no sharp cut-off; inactive means mostly below about 43%; further: 0% is about no effect
Tb PYK inh – qHTS of Trypanosoma Brucei Inhibitors; Potency, µM (highest dose often 76.8 µM), for inactives: at the highest dose activity, negative = inhibition, usual class: inhibitors; actives 0.12% (n = 410,000); TbPYK enzyme, Kinase-Glo Plus ATP luminescence, 45 min; pyruvate kinase (Trypanosoma brucei), Q57TT1; further: potency means the concentration at half of the fitted maximal effect; on the % scale 0 is the no-effect control and ±100 the full control effect; nearly all actives have a fitted effect of over 50% in size
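TbPYK + substrate in 50 mM TEA pH 7.2, 100 mM KCl, 10 mM MgCl2, 0.05% BSA, 0.01% Tween-20; cpd pinned; ADP 130 uM final; 45 min RT; Kinase-Glo Plus 10 min; luminescence endpoint.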
An asterisk follows results filed as active; ? = inconclusive; / = not tested or not shown; & = joins results of further samples; [ ] = dose if it differs, or a comment. Unless noted, the call rests on the fitted dose curve; in most records, active means well fitted curve in the direction sought with a large enough effect; inconclusive means small, poorly fitted or top-dose-only effect, or another doubt; inactive means no such curve, though single readings can be large; an effect the other way counts as inactive or inconclusive.

SMILES	Pf growth 48h	HCV inhibitor	Cycloheximide cs	LmPK inhibitor	Pf growth 96h	Shiga toxin inh	Tb PYK inh
Cc1ccc(Nc2cc(=O)[nH]c(=O)[nH]2)c(C)c1	?	21%	-7	-2%	-6%	5	4%
CCCCn1c(N)c(N(CC(C)C)C(=O)CCNC(=O)c2ccccc2Cl)c(=O)[nH]c1=O	?	?	/	/	-16%	/	2%
CC(NC(=O)C1CCN(C(=O)Nc2ccccc2)CC1)c1ccc(Cl)cc1 (configuration not stated)	?	-15%	/	/	-32%	/	-3%
CCOc1cc(NC(=O)CC(C)C)c(OCC)cc1NC(=O)CCn1nnc2ccccc21	-33%	-16%	-2	-1%	?	-4	6%
COc1cc(/C=N/NC(=O)c2ccncc2)ccc1OCc1cnc(Cl)s1	-7%	-4%	-1	-2%	26%	22	0%
CC1Cc2ccccc2N1CC(=O)NC(=O)NC1CCCCC1 (configuration not stated)	?	-20%	-3	4%	-19%	-7	2%
CCOC(=O)c1cccnc1SCC(=O)Nc1ccc(C)cc1	89%[activator]	-14%	22*	5%	-2%	48	1%
CCc1ccc(NC(=O)CSc2nc3ccccc3c(=O)n2CCCC(=O)N2CCCC2)cc1	/	?	-3	5%	-25%	-20	1%
CCOC(=O)c1ccc(NC(=O)CSC2=NC(=O)C(CC)C(=O)N2)cc1 (configuration not stated)	36%[activator]	12%	-2	1%	-3%	-6	-7%
CN1CCOc2cc(S(=O)(=O)NCc3ccc(S(N)(=O)=O)cc3)ccc21	1%	-20%	-1	-1%	3%	-2	-12%
Cc1cc2ccccc2n1CCNC(=O)COc1ccccc1	?	?	2	3%	?	-3	-5%
O=C(Nc1ccc(Cl)cc1)c1cc(-c2cccs2)on1	137%[activator]	5%	8.3*	1%	223%[activator]	-3	1%
O=C1CCC2c3ccc4ccccc4c3CCN12 (configuration not stated)	?	4%	-1	1%	-29%	1	2%
Cc1noc(C)c1CSc1nnc(-c2ccncc2)n1-c1ccc(Cl)c(Cl)c1	?	16%	-2	8%	?	-15	0%
Cc1cc(NC(=O)c2cc(-c3cccc(Cl)c3)on2)no1	127%[activator]	-11%	2	3%	28%	-12	0%
Cc1ccc(NS(=O)(=O)c2ccc(C(=O)NCCCN3CCOCC3)cc2)cc1	4%	7%	/	/	3%	/	6%
Cc1ccc(S(=O)(=O)c2nc(NN(C)C)sc2Cl)cc1	-10%	-25%	-2	-1%[11.5 µM]	2%	12	0%
COC(=O)c1ccc(OCC(O)CNC2CCCC2)cc1 (configuration not stated)	-8%	-8%	0	0%	-8%	16	-1%
Cc1ccc(S(=O)(=O)CCC(=O)Nc2ccc(S(=O)(=O)N(C)C)cc2)cc1	-30%	/	2	1%	?	-5	/
COc1ccc(CC(=O)NNC(=O)c2nn(Cc3ccccc3)c(=O)c3ccccc23)cc1OC	3.3µM*	-3%	5	12%	?	8	2%
O=C(N/N=C/CCc1ccccc1)c1ccccc1	18%	20%	37*	7%	-26%	53*	3%
Cc1nn(C)c(N)c1[N+](=O)[O-]	-2%	28%	-3	0%	26%	34	0%
COC(=O)CCc1ccc(O)cc1	23%	6%	-2	-8%	32%[activator]	-5	1%
CCC(C)(C)NC(=O)C(c1ccc(C)cc1)N(Cc1cccnc1)C(=O)c1csnn1 (configuration not stated)	?	15%	-4	-3%	23%	-3	1%
CC1CCN(C(=O)CSc2nnc(Cn3c(=O)sc4ccccc43)n2C)CC1	-6%	-1%	-2	1%	-23%	20	-1%
The results go on.
SMILES	Pf growth 48h	HCV inhibitor	Cycloheximide cs	LmPK inhibitor	Pf growth 96h	Shiga toxin inh	Tb PYK inh
N#Cc1c(-c2cccc(F)c2)cc(-c2ccccc2)nc1Br	21%	-25%	17	2%	73%[activator]	8	-11%
Cc1ccc(C)c(OCCNc2ccc([N+](=O)[O-])cn2)c1	3%	?	-6	0%	-24%	-6	-7%
Cc1ccc(C)c(S(=O)(=O)Nc2cc3c4c(c2)CC(=O)N4CCC3)c1	?	-16%	/	/	?	/	3%
COc1ccc(CNC2CCCCC2C)c(OC)c1 (configuration not stated)	4%	?	-9	0%	/	-21	24%
CN(C(=O)c1ccc2c(c1)OCO2)C1(C(=O)NC2CCCC2)CCCCC1	-13%	7%	-3	0%	-11%	7	2%
O=C(CN1CCN(S(=O)(=O)c2ccc(Br)cc2)CC1)N/N=C/c1cccnc1	-5%	5%	-4	-3%	?	-6	7%
CCc1ccc(/C=C/C(=O)c2ccc(S(=O)(=O)N(C)C)cc2)cc1	30%	-17%	0	5%	-6%	-15	6%
COc1cccc(CNC(=O)CCn2ccc3cc(S(=O)(=O)N4CCCC4)ccc32)c1	?	?	-3	10%	3%	-2	-1%&-10%
Cc1nc2nc(C)c(CCC(=O)Nc3ccc4c(c3)OCO4)c(C)n2n1	-7%	3%	-2	0%	-15%	29	-7%
CCCC[C@@H]1CNCCN1CCc1cccc2ccccc12	?	?	/	/	?	/	-2%
O=c1[nH]nc(-c2ccc(F)cc2)cc1Cc1cccs1	11%	-18%	2	5%	54%[activator]	-7	-3%
COc1ccccc1N(CC(=O)NC1CCCC1)C(=O)c1csnn1	7%	-3%	0	3%	13%	-4	-1%
CC(C)Nc1nnc(SCC(=O)/C=C2\N(C)c3ccccc3C2(C)C)s1	?	-13%	6	2%	?	13	-2%
CCN(CC(=O)NCc1cccs1)C(=O)/C=C/c1cc(Br)ccc1OC(F)F	?	-12%	/	/	10µM*	/	4%
O=C(N=Nc1c(O)[nH]c2ccccc12)c1ccco1	280%[activator]	-6%	45*	25µM*	?	65*	8%
Cc1cc(=O)[nH]c2c1cnn2Cc1ccccc1	-3%	12%	-4	-10%	-10%	-3	3%
CCOC(=O)N1CCC(N2C(=O)c3ccccc3C2Nc2cc(Cl)c(OC)cc2OC)CC1 (configuration not stated)	13µM*	-5%&28%	-3	-1%	?	-15	2%
CC(OC(=O)/C=C/c1cccc(C(F)(F)F)c1)C(=O)NC1CCCCC1C (configuration not stated)	?	-17%	/	/	10%	/	0%
Cc1cc(NC(=O)CSCC(=O)N(C)Cc2cccc(Cl)c2)no1	8%	-11%	/	/	4%	/	-3%
CSc1nc2nccc(-c3ccc(Cl)cc3)n2n1	-3%	7%	0	0%	3%	-18	-4%
Cc1ccccc1NC(=O)C1CCN(S(=O)(=O)c2cccc3nonc23)CC1	-6%	-4%	-4	2%	-24%	1	-3%&1%
O=C1CCC(=O)N1OCCCCOc1ccccc1	-9%	15%	12*	-1%	9%	13	-1%
Cc1ccc(C(=O)N/C(=C\c2cccs2)C(=O)NCC2CCCO2)cc1C (configuration not stated)	0%	21%	-1	-2%	-11%	7	0%
COc1ccccc1N1CCN(CCOc2c(OC)cccc2OC)CC1	/	?	-4	1%	-8%	-24	3%
C=CCn1c(SCC(=O)NCc2ccc3c(c2)OCO3)nnc1C1COc2ccccc2O1 (configuration not stated)	2%	-20%	1	11%	?	-16	6%
(more compounds)
SMILES	Pf growth 48h	HCV inhibitor	Cycloheximide cs	LmPK inhibitor	Pf growth 96h	Shiga toxin inh	Tb PYK inh
COc1ccccc1NS(=O)(=O)c1ccc(NC(C)=O)cc1	-2%	-12%	-1	-1%	20%	-8	2%
Cc1cc(C)c2[nH]c(C(=O)Nc3ccc4c(c3)OCO4)cc2c1	-10%	?	16*	3%	6%	46	-26%
Cc1nnc(SCC(=O)Nc2ccc3c(c2)OCO3)o1	7%	-1%	-3	1%	13µM*	11	4%
CCOC(=O)CSc1nnc(N)s1	?	5%	-1	5%	-12%	-3	-1%
Cc1cccc(C2c3[nH]c4ccccc4c3CCN2Cc2cccn2-c2ncccn2)c1 (configuration not stated)	?	-15%	12	3%	18%	17	-9%
O=C(Nc1ccc(S(=O)(=O)NC2=NCCCCC2)cc1)c1cc(F)c(F)cc1Cl	?	?	/	/	-12%	/	2%
O=C(CCC(=O)Nc1ccccc1Cl)NNC(=O)NC1CCCCC1	21%	/	-2	-11%	-22%	-15	4%
Cc1ccc(NS(=O)(=O)c2cccc(C(=O)NCC(c3ccco3)N3CCCCC3)c2)cc1 (configuration not stated)	?	/	-2	-2%	12µM*	-3	5%
CC(=O)Nc1ccc(NC(=O)COC(=O)c2cnccn2)cc1	11%	15%	7	1%	74%[activator]	23	-1%
O=C(CSc1ccc2nnc(-c3ccccn3)n2n1)Nc1ccccc1	13µM*	17%	1	-10%	?	-9	-1%
CCCCn1c2ccccc2c2nnc(SCC(=O)NC3=NN=C(c4ccccc4)CS3)nc21	2.9µM*	-30%	5	2%	?	-14	/
COc1ccc(-c2ccc(F)cc2)cc1[C@H]1[C@H]2C=CC[C@@H](C)[C@@H]2C(=O)N1Cc1ccccc1	12µM*	-25%	-6	1%	?	-1	3%
Cc1nc(NCc2ccco2)c2oc3ccccc3c2n1	-1%	?	6	2%	43%[activator]	5	-4%
S=c1[nH]nc(-c2ccccn2)n1/N=C/c1ccc(-c2ccccc2Cl)o1	5%	7%	3	-2%	0%	25	?
CSCc1ccc(C(=O)Nc2ccc(C(N)=O)cc2)cc1	67%[activator]	8%	28*	?	101%[activator]	50*	-3%
O=S(=O)(Cc1ccc(Cl)cc1)N1CCCC1	5%	9%	-2	-1%	?	-7	4%
COc1cc2cc(C(N)=O)c(N)nc2cc1OC	/	?	1	-2%	123%[activator]	-9	-13%
COc1ccc(N=c2oc3ccc(OC)cc3cc2-c2nc3ccccc3[nH]2)cc1	17%	11%	28*	4%	17%	162*	5%
O=S(=O)(Nc1cccc(-n2cnnn2)c1)c1cnc(Cl)c(Cl)c1	-12%	-2%	4	-3%	31%[activator]	-10	-4%
Cc1ccc(OCc2nnc(N)s2)cc1	55%[activator]	2%	28*	-9%	?	27*	-3%
Cc1cc(C)nc(NC(=O)c2c(-c3c(Cl)cccc3Cl)noc2C)n1	-23%	1%	0	3%	-4%	-9	-10%
Cc1onc(-c2ccccc2)c1C(=O)N/N=C/c1ccccc1OC(C)C	9%	-16%	6	-10%	-3%	-25	-9%
Cc1cc(=O)oc2cc(OCC(=O)N3CCN(C(C)c4ccccc4)CC3)c(Cl)cc12 (configuration not stated)	?	-14%	/	/	?	/	-2%
N#CNC(=Nc1ccccc1F)SCc1ccc(C(=O)O)cc1	31%[activator]	8%	-2	3%	?	2	-2%

Four entries out of the list, ordered by formula weight, descending.
SMILES	Pf growth 48h	HCV inhibitor	Cycloheximide cs	LmPK inhibitor	Pf growth 96h	Shiga toxin inh	Tb PYK inh
COc1ccc(CC(=O)NNC(=O)c2nn(Cc3ccccc3)c(=O)c3ccccc23)cc1OC	3.3µM*	-3%	5	12%	?	8	2%
CC(NC(=O)C1CCN(C(=O)Nc2ccccc2)CC1)c1ccc(Cl)cc1 (configuration not stated)	?	-15%	/	/	-32%	/	-3%
Cc1cc2ccccc2n1CCNC(=O)COc1ccccc1	?	?	2	3%	?	-3	-5%
CCCC[C@@H]1CNCCN1CCc1cccc2ccccc12	?	?	/	/	?	/	-2%
